Nrf2 inh = Nrf2 qHTS screen for inhibitors; A549 ARE-Fluc reporter, luciferase luminescence, 18-24 h; Potency, µM (titrated, usually from 46 µM), for the others: top-dose activity change, negative = inhibition, usual class: inhibitors; hit rate 2.1% among 360,000; AID 504444, 2011; note: potency is the fitted concentration of half-maximal effect; % is set by controls: 0 for no effect and ±100 for the full control effect; nearly all actives have a fitted effect of over 60% in size
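Nrf2 activity is the BugLite luminescence, read 15 min after reagent at room temperature, following CellTiter-Fluor cytotoxicity readout (30 min, 37C). Compound titrations were applied for 18-24 h to 5000 A549 ARE_Fluc cells/well in 5% FBS OPTI-MEM.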
TGFb SMAD3 inh = qHTS for Inhibitors of TGF-b; hit rate 1.2% among 410,000; Potency, µM (top dose mostly 46.1 µM), inactives show at the top dose activity, negative = inhibition, usual class: inhibitors; HepG2 CAGA-GFP TGF-b/SMAD3 reporter, GFP fluorescence, 18 h; TGF-beta stimulated, 500 pg/mL final; note: potency is the fitted concentration of half-maximal effect; % is set by controls: 0 for no effect and ±100 for the full control effect; nearly all actives have a fitted effect of over 65% in size
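Using HEPG2 CAGA-GFP reporter cells at 1000 cells/well, we pinned test compounds, stimulated with recombinant TGF-beta (500 pg/mL final) and measured total well GFP after 18 h.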
Akt phos inh = HTS Assay for Inhibitors of Akt Phophorylation: Primary Screen | Neuro2A IGF-stimulated pAkt S473 HTRF, 20 min; stronger effect = lower value | hit rate 0.32% among 360,000 | activity change, % for hits at 50 µM; in the data active = activity change below about -80%; inconclusive = mostly about -51% to -80%; note: % is set by controls: 0 for no effect and ±100 for the full control effect
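Single-point screen (50 µM final compound) in Neuro2A cells stimulated 20 min with 6 nM IGF at 37 deg C. After lysis, Ser473-phosphorylated Akt read by HTRF (ex 330 nm, em 615/665 nm) as the 665/615 ratio.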
A549 tox = Nrf2 qHTS screen for inhibitors: counterscreen for cytotoxicity; Potency, µM (titrated, usually from 46 µM), without a hit: at the highest dose activity change, negative = cytotoxicity, hits mostly inhibitors; AID 504648, 2011; hit rate 0.16% among 390,000; A549 ARE-Fluc cells, CellTiter-Fluor viability, 18-24 h; note: potency is the fitted concentration of half-maximal effect; % is set by controls: 0 for no effect and ±100 for the full control effect
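A549 ARE_Fluc cells in 5% FBS OPTI-MEM were exposed to compounds in concentration-response for 18-24 h at 37 deg C. Viability was read by CellTiter-Fluor fluorescence (Ex 405/Em 525) after 30 min, before the luciferase read.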
ATXN viability = Viability Counterscreen for Primary qHTS for Inhibitors of ATXN expression. S2 cells (HEK-293 line with an ATXN2-luciferase reporter) viability, CellTiter-Fluor protease fluorescence, 24 h. Potency, µM (top dose mostly 56.7 µM), usual class: cytotoxic. hit rate 0.49% among 400,000. AID 651635, 2014; note: potency is the fitted concentration of half-maximal effect; nearly all actives have a fitted effect of over 40% in size
CCT modulator = High-Throughput Screening for Modulators of Cytosolic Chaperonin Activity | purified chaperonin ATPase assay, HTRF ADP detection, 30 min | activity change, % (test concentration not listed), hits read low | hit rate 0.3% among 360,000; in the data active = activity change below about -30%; note: % is set by controls: 0 for no effect and ±100 for the full control effect
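TRiC (40 or 20 nM final, by batch activity) in 30 mM Tris pH 7.4, 100 mM KCl, 5 mM MgCl2, 1 mM DTT was treated with compound at 76 uM single dose, then 10 uM ATP, 30 min at 37 °C. ADP was read by HTRF Transcreener.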
HepG2 tox = qHTS for Inhibitors of TGF-b: Cytotox Counterscreen; hit rate 0.76% among 410,000; Potency, µM (highest dose often 46.1 µM), inactives show at the highest dose activity change, negative = cytotoxicity, actives largely listed as cytotoxic; AID 588856, 2011; HepG2 CAGA-GFP viability, ATP luminescence, 18 h; note: potency is the fitted concentration of half-maximal effect; some results filed as inactive show a strong effect at the top dose
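CellTiter-Glo luminescence gave cytotoxicity after 18 hours at 37 degrees C. The cells were HepG2 CAGA-GFP in 1% FBS DMEM, stimulated with 500 pg/mL TGF-beta after compound addition. %Activity was normalised to no-cell wells (complete cell-killing) and DMSO (no toxicity), and curves were fitted and classified.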
Nrf2 ARE act = qHTS of Nrf2 Activators | AREc32 ARE-luciferase reporter (MCF7-derived line), luminescence, 24 h | Potency, µM (top dose mostly 46.1 µM), without a hit: top-dose activation, hits mostly activators | hit rate 0.31% among 410,000 | AID 624171, 2012; note: potency is the fitted concentration of half-maximal effect; % of control where 0% means no effect; nearly all actives have a fitted effect of over 65% in size
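AREc32 cells carrying an ARE-driven firefly luciferase, 1000 cells/well in OPTI-MEM with 5% FBS, dosed after overnight attachment and incubated 24 hr at 37 deg C. Steady-Glo luminescence read after 30 min at RT.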
Mm-Cpn inhibitor = Inhibitors of TCP-1 ring complex (TRiC) of Methanococcus maripaludis (MmCpn): qHTS | purified Mm-Cpn ATPase, ADP Transcreener TR-FRET | Chaperonin Mm-Cpn (Methanococcus maripaludis) | AID 504842, 2011 | Potency, µM (titrated, usually from 76.9 µM), without a hit: top-dose activity, negative = inhibition, most hits filed as inhibitors | hit rate 0.031% among 330,000; note: potency is the fitted concentration of half-maximal effect; % is set by controls: 0 for no effect and ±100 for the full control effect; nearly all actives have a fitted effect of over 80% in size
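Purified archaeal chaperonin (25 nM final) was preincubated with compound for 10 min at 37°C, then ATP (10 uM final) was added for 30 min at 37°C in Tris pH 7.4/KCl/MgCl2/DTT buffer. ADP was quantified by HTRF Transcreener TR-FRET.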
The depositor's hits bear a star; i = inactive; ? = inconclusive; · = not tested or not shown. Unless noted, calls come from the whole dose curve; as a rule, active = well fitted curve in the direction sought with a large enough effect; inconclusive = small, poorly fitted or top-dose-only effect, or another doubt; inactive = no such curve, though single readings can be large; an effect the other way counts as inactive or inconclusive.

Values run as follows: Nrf2 inh, TGFb SMAD3 inh, Akt phos inh, A549 tox, ATXN viability, CCT modulator, HepG2 tox, Nrf2 ARE act, Mm-Cpn inhibitor
> COc1ccc([C@@H]2[C@@H]3C(=O)N(C(C)(C)C)C(=O)[C@@H]3[C@]3(Cc4ccc(Cl)cc4)C(=O)N(c4cccc(C)c4)C(=O)N23)cc1
  8%, 5%, i, -1%, i, 0.2, -8%, -0.6%, 1%
> CCC(Cn1nnc2ccccc2c1=O)NC(=O)Nc1ccc(C)c(C)c1 (stereo unspecified)
  18%, -15%, ·, 1%, ·, ·, -6%, 2.3%, ·
> COc1ccc(/C=C/c2cc(C(=O)O)c3ccccc3n2)cc1
  6.5µM*, 5%, i, 0%, i, -10, -20%, -2.0%, ?
> COc1ccc(C(CNC(=O)c2ccc(S(=O)(=O)Nc3ccccc3C)cc2)N2CCOCC2)cc1 (stereo unspecified)
  -18%, -3%, i, -6%, i, -1.4, -10%, 0.1%, 2%
> O=C(Nc1ccc(F)cc1)N1CCN(C(=O)C2CCCO2)CC1 (stereo unspecified)
  -13%, 0%, i, 1%, i, 1.0, 4%, -0.5%, 0%
> Cc1ccc(-n2cc(CNCCn3nc(C)cc3C)c(-c3ccc(F)cc3)n2)cc1
  ?, ?, i, ?, ?, 1.7, -65%, 4.4%, 3%
> CN(c1ccccc1)S(=O)(=O)c1ccc(C(=O)Nc2nnc(C3CC3)s2)cc1
  ?, 16%, i, 0%, i, 1.5, 12%, 0.0%, 0%
> CCC(=O)N1CCN(c2ccc(NC(=O)c3c(F)c(F)c(OC)c(F)c3F)cc2)CC1
  ·, 8%, i, -2%, i, 6.8, 5%, -0.3%, -6%
> Cc1cc(NC(=O)CSCC(=O)N(C)Cc2ccc(Cl)c(Cl)c2)no1
  26%, 2%, i, 2%, i, -2.2, 2%, -0.8%, -2%
> COC(=O)C1=C(C)NC(C)=C(C(=O)OC)C1c1ccc(C)o1
  -10%, 3%, i, -10%, i, 0.0, -7%, -0.4%, -4%
> O=C(Nc1ccccc1)Nc1ccc2nnsc2c1
  -7%, ?, i, -14%, i, 0.2, -18%, 4.7%, 1%
> COc1ccc(C(=O)NCc2nnc(SCC(=O)N3CCCC3)o2)cc1OC
  -14%, 0%, i, 7%, i, -2.0, -45%, 0.1%, 2%
> O=C(COc1ccccc1)N1CCN(c2ncnc3c2cnn3-c2ccccc2)CC1
  -21%, 1%, i, -1%, i, -6.1, -23%, 12%, -1%
> COCCn1c(SCCN2CCOCC2)nc2c1c(=O)[nH]c(=O)n2C
  -1%, -4%, i, 0%, i, -7.7, 8%, -0.8%, -1%
> C=CCn1c(SCC(C)=O)nc2sc3c(c2c1=O)CCC3
  -22%, -3%, i, -7%, i, 1.2, 1%, -1.0%, 1%
> CCOc1ccc(C(=O)c2cn(CC(=O)Nc3ccc(OC)cc3)c3cc4c(cc3c2=O)OCO4)cc1
  4%, -5%, ·, 5%, i, ·, -3%, -0.2%, ·
> OC(CSc1c(Cl)cccc1Cl)CN1CCN(c2ccccc2F)CC1 (stereo unspecified)
  ?, -14%, i, ?, i, -2.6, -31%, -0.1%, -2%
> O=C(OCn1ncc(Cl)c(Cl)c1=O)c1cccc(C(F)(F)F)c1
  12%, ?, i, ·, ·, 0.8, 7.1µM*, -3.1%, -19%
> Cc1cccc(NC(=O)c2c(C)oc3ncnc(N4CCCCC4)c23)c1C
  ?, -18%, ·, 5%, ·, ·, -14%, -0.7%, ·
> COc1cccc(C(C)N(C)Cc2nc(COc3ccccc3)no2)c1 (stereo unspecified)
  0%, 0%, i, 5%, i, -3.2, -49%, 0.4%, 0%
> C[C@@H]1CN([C@H](C)CO)C(=O)CCCn2nncc2CO[C@H]1CN(C)C(=O)Nc1cccc(Oc2ccccn2)c1
  ·, 2%, i, ·, i, -2.4, 18%, -0.3%, ·
> Nc1nc2c(ncn2C2C[C@H](O)[C@@H](CO)O2)c(=O)[nH]1 (stereo partly specified)
  -11%, 3%, i, -4%, i, -1.3, 4%, 0.4%, 0%
> C[C@H](C(=O)O)c1n[nH]c(=O)c2ccccc12
  -1%, 0%, i, 1%, i, 0.3, 0%, -0.2%, 1%
> COc1ccccc1C(=O)NCC(=O)N1CCN(c2ncccn2)CC1
  9%, -1%, i, -4%, i, -3.2, -15%, 0.0%, -1%
> O=C(c1cc2ccccc2o1)N1CCN(C/C=C/c2ccccc2)CC1
  -8%, ?, i, 3%, i, 1.0, -17%, 0.0%, 0%
> COCCn1c(SCC(=O)Nc2cccc(S(N)(=O)=O)c2)nc2cc(Cl)ccc2c1=O
  -20%, 3%, i, -10%, i, -3.7, 11%, 0.0%, 0%
> c1ccc2c(Cn3ccnc3)c[nH]c2c1
  8%, 6%, i, -3%, i, -2.2, -11%, -0.7%, 1%
> CCCn1c(SCC(=O)Nc2nnc(C)s2)nnc1C1CC1
  -3%, -12%, i, 1%, i, -1.5, -6%, -0.2%, -1%
> COc1cc(C(=O)N2CCN(c3ccccc3F)CC2)ccc1OCC(=O)N1CCOCC1
  3%, -16%, i, 6%, i, -0.7, 7%, -0.8%, 0%
> OCCC1CN(Cc2cccc3nonc23)CCN1C1CCCCC1 (stereo unspecified)
  -10%, -2%, i, -17%, i, 0.0, -7%, 0.1%, 0%
> CCC(Oc1ccccc1F)C(=O)Nc1c(C(=O)c2ccccc2)oc2ccccc12 (stereo unspecified)
  ?, -11%, ·, -1%, ·, ·, -12%, -1.5%, ·
> O=C(c1noc2c1CCCC2)N1CCN(c2ccccc2)CC1
  ·, -27%, ·, -7%, i, 2.0, 2%, -0.4%, 1%
> Cc1cc(NC(=O)COC(=O)COc2ccc(Cl)cc2C)c([N+](=O)[O-])cc1C
  14%, 0%, i, 17%, i, 2.1, 3%, 0.8%, 1%
> CCC1CCCCN1S(=O)(=O)c1cc2c(cc1C)NC(=O)CO2 (stereo unspecified)
  1%, -29%, ·, -1%, i, ·, -20%, -1.1%, ·
> CCOC(=O)c1ccc(NC(=O)c2nsc3ccccc23)cc1
  2%, ·, ·, 1%, ·, ·, -55%, -5.5%, ·
> CCOc1cc(C(=O)OC(C)C(=O)Nc2ccccc2OC)ccc1OCC(=O)N1CCOCC1 (stereo unspecified)
  ?, ?, i, 1%, i, -0.5, -5%, -0.7%, ·
> O=C(O)C1(Nc2ccc(Cl)cc2)CCCC1
  5%, 2%, i, 1%, i, 0.4, 4%, -0.1%, ·
> CC(C)Cc1ccc(S(=O)(=O)N2CCOCC2)cc1
  9%, -19%, ·, -3%, i, 1.1, -14%, -0.2%, -2%
> COc1ccc(NC(=O)C(=O)NCCc2csc(-c3ccc(Cl)cc3)n2)cc1
  ·, 6%, ·, 1%, i, ·, -8%, -0.8%, ·
> CC(C)(C)S(=O)(=O)/C(C#N)=N/Nc1ccc(S(N)(=O)=O)cc1
  -8%, 13%, i, ?, i, 0.5, -2%, 0.2%, -4%
> CC(C)[C@@H](C(=O)NC1CC1)N1C(=O)N2CCc3c([nH]c4ccccc34)[C@@]2(C)C1=O
  9%, -21%, i, 10%, i, 1.2, -28%, 7.8%, -3%
> Cc1ccc(OCc2nnc(SCC(=O)N3C(C)CCCC3C)o2)cc1 (stereo unspecified)
  7%, -15%, i, 7%, i, 0.0, -6%, 0.5%, 0%
> COc1ccc(-n2cnc3cc(C(=O)NCC4CCCO4)ccc32)cc1 (stereo unspecified)
  3%, 0%, i, 1%, i, -1.6, -6%, -0.2%, 1%
> COc1ccc(CN2C(=O)c3cccc4cccc(c34)C2=O)cc1
  4%, 13%, i, 0%, i, 0.4, 12%, 2.1%, -1%
> O=C(CSC1=Nc2ccccc2N=C(c2ccc(F)cc2)C1)Nc1ccccc1
  ·, ?, ·, -1%, i, ·, -2%, ?, ·
> Cc1ccc(SC/C(O)=C(\C#N)c2nc3ccccc3s2)cc1
  ?, 25µM*, ·, -16%, i, 1.1, -23%, 5.4%, -7%
> Cc1ccc(-n2c(-c3nn(C)c(C)c3Cl)n[nH]c2=S)cc1
  6%, -8%, i, -1%, i, -3.3, -18%, -0.8%, -5%
> O=C(O)c1ccc(NC(=O)c2ccccc2NC(=O)c2ccccc2Cl)cc1
  2%, 23%, i, -6%, i, 0.6, 1%, -0.2%, -2%
> COc1ccccc1Nc1nc(N)nc(-c2oc3ccccc3c2C)n1
  6%, -5%, ·, -1%, ·, -3.2, -46%, 0.1%, 1%
> Cc1cc(C)cc(SCc2noc(C(=O)NCC3CC3)c2C(=O)NCC2CC2)c1
  -7%, ?, i, -2%, i, -4.3, -19%, -1.3%, ·
> CC(C)(CN1CCN(c2ccccc2)CC1)NS(=O)(=O)c1ccccc1
  -16%, -13%, i, -6%, i, -2.9, -1%, 0.1%, 1%
> O=C(CCCN=C1NS(=O)(=O)c2ccccc21)OCC(=O)c1ccccc1Cl
  1%, 3%, i, 0%, i, -3.3, 0%, 0.0%, 2%
> COc1ccc(N2C(=O)C(CC(=O)Nc3ccccc3)N(CCC3=CCCCC3)C2=O)cc1 (stereo unspecified)
  -19%, 1%, ·, -24%, i, ·, 2%, 0.5%, ·
> Cc1cc(C)cc(N2CN=c3s/c(=C\c4ccco4)c(=O)n3C2)c1
  -8%, -3%, i, -1%, ?, -0.5, -12%, ?, -1%
> COc1ccc(C2CC(c3cccs3)=NN2C(=O)CSc2nc(=O)n3ccccc3n2)cc1 (stereo unspecified)
  ?, 1%, i, -1%, i, 2.7, 18%, 16%, ?
> CCCCC1(Cc2cccc([N+](=O)[O-])c2)C(=O)N(c2ccccc2)N(c2ccccc2)C1=O
  ?, -17%, i, -7%, ?, -0.4, 6%, 0.4%, 1%

Assay outcomes as filed in PubChem.
